influenza NS1A: NS1A inhibition, H1N1 influenza, cell based functional assay (AID 504329). NS1A functional cell-based assay, percent inhibition; higher % means a stronger effect. one-dose inhibition, % at 12.5 µM; IC50 in µM for titrated hits. actives 0.3% (n = 340,000); in the data active = a potency from the dose series; inconclusive = inhibition above about 27% without an active follow-up result; also: strong numbers were not always called active
PhoP GFP inhibition: PhoP regulon inhibitors, Salmonella typhi PhoP promoter GFP reporter, confirmatory (AID 1850); Salmonella Typhi PhoP-promoter GFP reporter, fluorescence, 4 h; higher % means a stronger effect; actives 0.33% (n = 310,000); one-dose inhibition, % at 50 µM; IC50 in µM for titrated hits; in the data active = a potency from the dose series; inconclusive = inhibition mostly from about 25% at the one dose, without a potency; inactive = the rest, 99 in 100 with inhibition below about 19%;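 also: 0% = induced wells with vehicle and 100% = uninduced wells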
H37Rv inhibition: M. tuberculosis growth inhibition, HTS (AID 449762). M. tuberculosis H37Rv growth inhibition, 7H9 media; higher % means a stronger effect. inhibition, % at 25 µM, or IC50 in µM where a hit was titrated. actives 0.59% (n = 330,000); in the data active = a potency from the dose series; inconclusive = inhibition above about 70% without an active follow-up result;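 also: bacterial growth assessed after seven days of incubation; strong numbers were not always called active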
M. tuberculosis: growth inhibition of non-replicating M. tuberculosis (AID 488890); actives 0.39% (n = 320,000); one-dose inhibition, % at 25 µM; IC50 in µM for titrated hits; Mycobacterium tuberculosis non-replicating, growth inhibition; higher % means a stronger effect; in the data active = a potency from the dose series; inconclusive = inhibition mostly from about 82% at the one dose, without a potency; inactive = the rest, 99 in 100 with inhibition below about 76%;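 also: plate controls were DMSO cells for no effect and high antibiotic wells for full effect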
inhibitors of VEEV: inhibitors of VEEV TC-83 cytopathic effect, confirmation, Vero cells (AID 588727); Vero cells, VEEV TC-83 cytopathic effect inhibition; higher % means a stronger effect; inhibition, % at 20 µM; hits with a dose series show IC50 in µM; actives 0.13% (n = 350,000); in the data active = a potency from the dose series; inconclusive = inhibition mostly from about 14% at the one dose, without a potency; inactive = the rest, 99 in 100 with inhibition below about 12%; also: strong numbers were not always called active
inhibitors of VEEV 10K pilot screen: also measured in inhibitors of VEEV; calls as there; inhibition, %; measured here: 10K pilot screen inhibition
Numbers without * were called inactive.

`Cc1c(C(=O)N2CCC2)oc2ccc(Cl)cc12` gave influenza NS1A -3.6%, H37Rv inhibition -11.8%, M. tuberculosis 0.8% and inhibitors of VEEV 10.3%.
`Cc1cc(C)n(-c2nc3c(c(=O)[nH]c(=O)n3C)n2CC(O)COc2ccccc2)n1` (stereo not given) gave influenza NS1A -10.9%, PhoP GFP inhibition 8.7%, H37Rv inhibition -0.7%, M. tuberculosis 5.9% and inhibitors of VEEV 6.5%.
CCN1CCN(C(=O)C2CCN(S(=O)(=O)c3ccc(SC)cc3)CC2)CC1 was read as influenza NS1A -9.0%, PhoP GFP inhibition -0.9%, H37Rv inhibition -5.5%, M. tuberculosis -2.9% and inhibitors of VEEV 1.1%.
`COc1ccc(N2C(=O)C3CCCN3C2c2cc(OC)c(OC)cc2OC)cc1` (stereo not given) gave influenza NS1A -0.3%, PhoP GFP inhibition 15.3%, H37Rv inhibition -3.8%, M. tuberculosis -0.5% and inhibitors of VEEV 0.6%.
For CCC(C)Nc1nc(N)c([N+](=O)[O-])c(N2CCCCCC2)n1 (stereo not given) the results were influenza NS1A -0.8%, PhoP GFP inhibition -18.0%, H37Rv inhibition -0.9%, M. tuberculosis 0.4% and inhibitors of VEEV 0.8%.
Screening COc1cccc(CN(C)C(=O)c2ccc3c(=O)n4c(nc3c2)CCC4)c1 returned influenza NS1A -12.7%, PhoP GFP inhibition 3.8%, H37Rv inhibition -1.3%, M. tuberculosis -7.5% and inhibitors of VEEV 1.8%.
Screening N#Cc1cnc(Nc2nc3ccccc3o2)nc1-c1ccccc1 returned influenza NS1A -14.1%, PhoP GFP inhibition 11.2%, H37Rv inhibition 46.1%, M. tuberculosis 29.6% and inhibitors of VEEV inactive.
CCC(=O)Nc1c(-c2ccc(OC)cc2)c(=O)c2ccccc2n1C was read as influenza NS1A 6.2%, PhoP GFP inhibition -10.3%, H37Rv inhibition -7.0%, M. tuberculosis -17.0% and inhibitors of VEEV inactive.
`COc1ccc(CNC(=O)Nc2cccc(Cl)c2)cc1` gave influenza NS1A -10.5%, PhoP GFP inhibition -5.9%, H37Rv inhibition 0.1%, M. tuberculosis -8.0% and inhibitors of VEEV 0.2%.
CCCCOC(=O)COc1cc(C)cc2oc(=O)c3c(c12)CCC3 was read as influenza NS1A -3.8%, PhoP GFP inhibition -5.0%, H37Rv inhibition 0.5%, M. tuberculosis 58.5%, inhibitors of VEEV 1.7% and inhibitors of VEEV 10K pilot screen 2.1.
O=C(NCCc1c[nH]c2ccccc12)C(=O)NCC1OCCCN1S(=O)(=O)c1ccccc1 (stereo not given) was read as influenza NS1A -7.8%, PhoP GFP inhibition -4.0%, H37Rv inhibition 6.8%, M. tuberculosis 3.0% and inhibitors of VEEV 9.5%.
Screening CCCC1(c2ccccc2)NC(=O)N(CC(=O)Nc2cc(OC)cc(OC)c2)C1=O (stereo not given) returned influenza NS1A 13.0%, PhoP GFP inhibition -8.3%, H37Rv inhibition 2.9%, M. tuberculosis 2.7% and inhibitors of VEEV 1.7%.
For CC(C)(C)c1ccc(C(=O)NNC(=O)c2cccc(Br)c2)cc1 the results were influenza NS1A -4.8%, PhoP GFP inhibition 3.7%, H37Rv inhibition -6.6%, M. tuberculosis 0.5% and inhibitors of VEEV inactive.
`CCCN1CCN(CCCNC(=O)c2ccc3c(c2)NC(=O)c2ccccc2S3)CC1` gave influenza NS1A 17.4%, PhoP GFP inhibition 6.6%, H37Rv inhibition 1.9%, M. tuberculosis 5.4% and inhibitors of VEEV 1.6%.
For Cc1cc(C)n(CC(=O)NNC(=O)COc2ccc(F)cc2Br)n1 the results were influenza NS1A -1.8%, H37Rv inhibition 3.1%, M. tuberculosis -7.5% and inhibitors of VEEV 1.2%.
For CC(=O)Nc1ccc(/C=C(\C#N)C(=O)NCc2ccccc2)cc1 the results were influenza NS1A -2.2%, PhoP GFP inhibition 4.6%, H37Rv inhibition 8.0%, M. tuberculosis 15.9% and inhibitors of VEEV 0.3%.
`O=C(NC1CCOc2ccccc21)C1CCCC1` (stereo not given) gave influenza NS1A -6.5%, PhoP GFP inhibition 10.2%, H37Rv inhibition -5.5%, M. tuberculosis 13.2% and inhibitors of VEEV inactive.
`CCOC(=O)Cc1nc2ccccc2n(CC#N)c1=O` gave influenza NS1A -8.9%, PhoP GFP inhibition -19.6%, H37Rv inhibition -1.1%, M. tuberculosis -0.8% and inhibitors of VEEV 1.1%.
For O=c1c(Cl)c(Cl)cnn1Cc1ccc(F)cc1 the results were influenza NS1A -8.6%, PhoP GFP inhibition -2.7%, H37Rv inhibition inconclusive, M. tuberculosis inconclusive and inhibitors of VEEV 12.3%.
O=C(O)c1ccc(-n2ccnc2)c([N+](=O)[O-])c1 was read as influenza NS1A -11.7%, PhoP GFP inhibition -2.1%, H37Rv inhibition 7.6%, M. tuberculosis 1.5% and inhibitors of VEEV 1.7%.
`C/C(Cn1nc([N+](=O)[O-])cc1C)=N\NC(=O)COc1c(Cl)cc(Cl)cc1Cl` gave influenza NS1A 3.4%, PhoP GFP inhibition -7.3%, H37Rv inhibition 9.2%, M. tuberculosis -17.5% and inhibitors of VEEV 0.4%.
COc1ccc([N+](=O)[O-])cc1N(CC(=O)NCCCOC(C)C)S(C)(=O)=O was read as influenza NS1A -9.6%, PhoP GFP inhibition -0.7%, H37Rv inhibition -4.4%, M. tuberculosis -8.4% and inhibitors of VEEV 1.1%.
For Cc1cc2c(cc1S(=O)(=O)N1CCOCC1)NC(=O)CO2 the results were influenza NS1A -8.5%, PhoP GFP inhibition 3.9%, H37Rv inhibition 1.2%, M. tuberculosis -12.3% and inhibitors of VEEV 0.1%.
Screening O=C(NCCCN1CCCC1=O)c1cncc(Br)c1 returned influenza NS1A -3.6%, PhoP GFP inhibition 13.6%, H37Rv inhibition 2.3%, M. tuberculosis -10.1% and inhibitors of VEEV inactive.
For Cc1nc(NS(=O)(=O)c2ccccc2)sc1C(C)(C)C the results were influenza NS1A -4.1%, PhoP GFP inhibition -9.1%, H37Rv inhibition -8.2%, M. tuberculosis -10.6% and inhibitors of VEEV 1.6%.
Screening Cc1cccc(CN2CCN(c3ccccn3)CC2)c1 returned influenza NS1A -4.7%, PhoP GFP inhibition 4.3%, H37Rv inhibition 3.5%, M. tuberculosis -1.7% and inhibitors of VEEV inactive.
CN(C)/N=C/c1ccc(Sc2ccccc2[N+](=O)[O-])o1 was read as influenza NS1A 11.5%, PhoP GFP inhibition -4.6%, H37Rv inhibition 37.1%, M. tuberculosis 32.1% and inhibitors of VEEV 3.4%.
CC(=O)Oc1c(C)cc(Cl)cc1C(=O)Nc1ccc([N+](=O)[O-])cc1Cl was read as influenza NS1A 2.8%, PhoP GFP inhibition 3.9%, H37Rv inhibition 99.6%, M. tuberculosis 2.71µM* and inhibitors of VEEV 1.0%.
For O=c1[nH]c2ccccc2n1Cc1ccc(Cl)cc1 the results were influenza NS1A 2.8%, PhoP GFP inhibition 1.2%, H37Rv inhibition 3.2%, M. tuberculosis 14.9% and inhibitors of VEEV 1.5%.
Screening COc1cccc(-c2ccc(SCC(=O)N3CCc4ccccc43)nn2)c1 returned PhoP GFP inhibition -10.7%, H37Rv inhibition -3.3% and M. tuberculosis -10.0%.
COc1ccc2c3n(nc2c1)CCN=C3c1cc(Cl)c(N)c(Cl)c1 was read as influenza NS1A 8.8%, PhoP GFP inhibition -8.9%, H37Rv inhibition 12.8µM*, M. tuberculosis 36.5% and inhibitors of VEEV 9.0%.
Screening CCN(CC)C(=O)C[n+]1ccc(C(N)=O)cc1 returned influenza NS1A 3.0%, PhoP GFP inhibition -3.7%, H37Rv inhibition 9.3%, M. tuberculosis 5.0% and inhibitors of VEEV 0.3%.
`CC(=O)O[C@@H]1C[C@H]2C(C)(C)C(=O)C=C[C@]2(C)[C@H]2CC[C@@]3(C)[C@H](c4ccoc4)OC(=O)[C@H]4O[C@]43[C@@]21C` gave influenza NS1A 7.1%, PhoP GFP inhibition -6.3%, H37Rv inhibition 46.0%, M. tuberculosis 70.2% and inhibitors of VEEV 13.3%.
Screening CCCCN(CC)Cc1c(C)[nH]c2ccccc2c1=O returned influenza NS1A 0.4%, PhoP GFP inhibition 9.3%, H37Rv inhibition -4.5%, M. tuberculosis -15.9% and inhibitors of VEEV 2.0%.
`NNC(=O)c1ccc(CN2CCCCC2)o1` gave influenza NS1A 3.2%, PhoP GFP inhibition -5.3%, H37Rv inhibition -5.0%, M. tuberculosis -3.6% and inhibitors of VEEV 0.3%.
`S=C(Nc1ccc(Br)cc1Cl)NC1CCN(Cc2ccccc2)CC1` gave influenza NS1A -0.3%, PhoP GFP inhibition 2.4%, H37Rv inhibition inconclusive, M. tuberculosis 76.7% and inhibitors of VEEV inactive.
For Cc1cc([N+](=O)[O-])nn1CC(=O)Nc1sc2c(c1C(N)=O)CCCC2 the results were influenza NS1A 4.6%, PhoP GFP inhibition -0.2%, H37Rv inhibition -5.9%, M. tuberculosis 5.7% and inhibitors of VEEV 0.6%.
Screening CCOC(=O)C1=C(CCc2ccccc2)NC(=O)NC1c1ccc2ccccc2c1 (stereo not given) returned influenza NS1A 0.0%, PhoP GFP inhibition -4.5%, H37Rv inhibition 52.5%, M. tuberculosis 9.6% and inhibitors of VEEV 0.9%.
`O=C(NCC1CCCO1)c1cnn2c1NC(c1ccccc1)CC2C(F)(F)F` (stereo not given) gave influenza NS1A -4.3%, PhoP GFP inhibition 3.1%, H37Rv inhibition 2.3%, M. tuberculosis 9.4% and inhibitors of VEEV inactive.
Screening CC1Cc2cc(-c3csc(N)n3)ccc2O1 (stereo not given) returned influenza NS1A 4.3%, PhoP GFP inhibition -3.6%, H37Rv inhibition 64.2%, M. tuberculosis 27.7% and inhibitors of VEEV 0.3%.

Quoted at random: 4 records from the list.
`Cc1c(C(=O)N2CCC2)oc2ccc(Cl)cc12` gave influenza NS1A -3.6%, H37Rv inhibition -11.8%, M. tuberculosis 0.8% and inhibitors of VEEV 10.3%.
For O=c1c(Cl)c(Cl)cnn1Cc1ccc(F)cc1 the results were influenza NS1A -8.6%, PhoP GFP inhibition -2.7%, H37Rv inhibition inconclusive, M. tuberculosis inconclusive and inhibitors of VEEV 12.3%.
`CCOC(=O)Cc1nc2ccccc2n(CC#N)c1=O` gave influenza NS1A -8.9%, PhoP GFP inhibition -19.6%, H37Rv inhibition -1.1%, M. tuberculosis -0.8% and inhibitors of VEEV 1.1%.
For Cc1nc(NS(=O)(=O)c2ccccc2)sc1C(C)(C)C the results were influenza NS1A -4.1%, PhoP GFP inhibition -9.1%, H37Rv inhibition -8.2%, M. tuberculosis -10.6% and inhibitors of VEEV 1.6%.

Following part:
For COc1ccc(Cn2c(=O)[nH]c3cc(C(=O)NCc4ccc5c(c4)OCO5)ccc3c2=O)cc1 the results were influenza NS1A 5.9%, PhoP GFP inhibition 7.0%, H37Rv inhibition -11.3%, M. tuberculosis -3.8% and inhibitors of VEEV 1.4%.
CC(C)Sc1ncnc2c1cnn2-c1ccccc1 was read as influenza NS1A -22.2%, PhoP GFP inhibition 2.6%, H37Rv inhibition 9.3%, M. tuberculosis 78.9% and inhibitors of VEEV 0.8%.
`CC(=O)Nc1cccc2c1Cc1cc([N+](=O)[O-])ccc1-2` gave influenza NS1A 7.6% and inhibitors of VEEV 11.2%.
Screening CC(C)[C@H](Nc1ncnc2c1oc1ccccc12)C(=O)O returned influenza NS1A -7.6%, PhoP GFP inhibition 6.3%, H37Rv inhibition -14.0%, M. tuberculosis -2.0% and inhibitors of VEEV 0.4%.
Screening CN(C)c1ccc(S(=O)(=O)N(C)C)cc1[N+](=O)[O-] returned influenza NS1A 1.3%, PhoP GFP inhibition -12.3%, H37Rv inhibition -7.2%, M. tuberculosis -2.1%, inhibitors of VEEV 0.2% and inhibitors of VEEV 10K pilot screen 0.1.
COc1ccc(CNC(=O)CN2C(=O)c3ccc([N+](=O)[O-])cc3C2=O)cc1 was read as influenza NS1A -0.4%, PhoP GFP inhibition 4.3%, H37Rv inhibition 1.7%, M. tuberculosis -11.3% and inhibitors of VEEV 1.9%.
For O=S(=O)(c1ccc(Cl)s1)N1CCN(Cc2ccccc2)CC1 the results were influenza NS1A 8.9%, PhoP GFP inhibition -6.2%, H37Rv inhibition -0.6%, M. tuberculosis 14.5% and inhibitors of VEEV 0.6%.
Cc1ccc(/C=C2\CCC3=C2OC(N)=C(C#N)C3c2ccc(C)cc2)cc1 (stereo not given) was read as influenza NS1A 5.8%, PhoP GFP inhibition -18.0%, H37Rv inhibition -1.3%, M. tuberculosis 37.4% and inhibitors of VEEV inconclusive.

Screening results as filed in PubChem.
